# FN deposition inh = fibronectin deposition inhibition; AH1F fibroblasts, Alexa488-fibronectin deposition fluorescence, overnight; inhibition, % at 12.6 µM; 350,000 tested, 0.086% active;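 active means mean inhibition across replicates of 30% or more, regardless of how many single replicates reach that level; inconclusive means mean under 30% yet at least half of replicates reach 30%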;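 further: positive control wells lacked labelled fibronectin entirely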
#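 Material: AH1F fibroblast monolayer depositing Alexa488-labelled fibronectin into matrix / Amount: 10000 AH1F cells per well / Signal: fluorescence 485/525 nm / Medium: DMEM, 2% serum / Compound: single dose, pinned / Incubation: 1 h cell adhesion before compound, then overnight fibronectin incubation / Reagent: Alexa488-FN, 24 nM final / Read-out: inhibition of fibronectin deposition signal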
# miR122 inh = inhibitors of miR-122 in Huh7 cells | 340,000 tested, 0.3% active | Huh7 miR-122 Renilla luciferase sensor, 48 h; neutral wells = 0, positive control = 100 | activation (reporter increase), % at 12.5 µM;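 active means mean replicate activation score at least 90 and every replicate individually at or above 90; inconclusive means only one of the two criteria met; inactive means neither criterion met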;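 further: higher luciferase means less miR-122 activity so hits act as miR-122 inhibitors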
# PAX8 inh HTS = lowers PAX8-driven luciferase in RMG-I cells; RMG-I TPO-luciferase reporter, SteadyGlo, 24 h; inhibition, % at 12.6 µM; 360,000 tested, 1.2% active;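 active means mean replicate inhibition at least 60% with every replicate also reaching 60%; inconclusive means only one of the two criteria is met; inactive means mean below 60% and not all replicates reaching 60%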;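 further: luciferase light reporting Pax8 driven TPO promoter activity; plate controls were median of neutral control wells for no effect and mitoxantrone controls for full effect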
# PGC1a acetyl inh = modulators of PGC1a acetylation; U2OS PGC1a acetylation, AlphaScreen anti-acetyl-lysine; with virally co-expressed GCN5 acetyltransferase; inhibition, % at 15.6 µM; 350,000 tested, 0.17% active;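 active means every replicate shows inhibition of at least 40%; inconclusive means mean inhibition at least 40% but some replicate below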;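 further: 0% = neutral control wells and 100% = positive control wells; some results beyond the cut were filed as inactive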
# Casp6 inh = blocks human caspase-6 cleavage activity; P55212; purified caspase-6, Z-VEID-R110 cleavage fluorescence; inhibition, % at 12.5 µM; 350,000 tested, 0.53% active; AID 686996;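 active means mean inhibition across replicates at least about 35%, with every replicate also reaching that limit, limit read from the data; inconclusive means only one of the two criteria met; inactive means neither criterion met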;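 further: 0% = median of neutral control wells and 100% = no fluorescence left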
# Target sequence (P55212 24-179 limits assumed): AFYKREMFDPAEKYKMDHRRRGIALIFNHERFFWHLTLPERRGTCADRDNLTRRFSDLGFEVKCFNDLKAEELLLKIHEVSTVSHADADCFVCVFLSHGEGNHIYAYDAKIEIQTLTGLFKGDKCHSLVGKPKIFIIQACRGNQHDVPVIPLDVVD
# Target sequence (P55212 194-293 limits assumed): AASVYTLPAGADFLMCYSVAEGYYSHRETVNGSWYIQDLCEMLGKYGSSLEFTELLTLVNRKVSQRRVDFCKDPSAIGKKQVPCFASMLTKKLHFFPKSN
# EWS-Fli block = blocks EWS/Fli oncoprotein-driven transcription | A673 NR0B1-luciferase reporter, viability-normalised | inhibition, % at 12.6 µM | 350,000 tested, 0.67% active | AID 651661;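 active means mean inhibition of at least 50% after viability correction, with every replicate also passing that limit; inconclusive means mean reaches 50% but only one of two replicates passes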;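 further: firefly luciferase signal divided by Alamar Blue viability fluorescence both relative to DMSO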
# Cneo AK release = Cryptococcus neoformans lysis via adenylate kinase release | C. neoformans lysis, adenylate kinase release luminescence, 4 h; normalised: neutral wells 0, clomiphene wells 100 | lysis activity, % at 15 µM | 360,000 tested, 0.2% active;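 active means mean lysis activity across replicates of at least 80%, whatever share of replicates individually reach that level; inactive means mean lysis activity below 80%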
#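 Material – log-phase Cryptococcus neoformans yeast cells · Input – 5 × 10^6 yeast cells/mL · Medium – fresh YPD growth medium · Doses – single compound concentration per well · Timing – static 4 h at 37 °C with compound, 1 h detection · Detection – adenylate kinase release luminescence · Read-out – signal increase indicating cell lysis · Control set – Clomiphene as positive lysis control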
# LGR2 inh = Drosophila LGR2 receptor signaling inhibition; inhibition, % at 9.99 µM; AID 720647; 380,000 tested, 0.35% active; HEK293 LGR2, CRE-luciferase, bursicon-stimulated, 4 h;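 active means drop in luminescence signal, shown as inhibition above about 50% in the replicate tests, limit read from the data, passing the limit was not always enough; inconclusive means probably only some replicates passing the limit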;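 further: agonist challenge used bursicon conditioned medium at about half maximal strength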
# Active calls of the source: *; ? = inconclusive; . = not tested or not shown; [ ] = dose if it differs, or a comment.
SMILES,FN deposition inh,miR122 inh,PAX8 inh HTS,PGC1a acetyl inh,Casp6 inh,EWS-Fli block,Cneo AK release,LGR2 inh
c1ccc(CSc2nnc(-c3ccco3)o2)cc1,1,-3,-136,-7,0,-90,2,-47
CCOC(=O)C1(Cc2ccccc2C(F)(F)F)CCN(C2CCC2)CC1,0,.,-2,-4,-1,14,.,10
CCC(=O)c1ccc(OC(=O)N2CCOCC2)cc1,2,-1,-31,1,0,-26,0,16
O=C(Cn1nc(Cc2cccnc2)c2ccccc2c1=O)NCc1ccc(F)cc1,2,.,6,.,-1,-1,1,10
O=C(NC1CCCC1)C1CCN(S(=O)(=O)c2ccccc2)CC1,0,8,-7,2,3,4,-1,-1
COc1ccc(OCc2cc(C(=O)NC(C)c3cnn(C)c3)no2)c(Cl)c1 (configuration not stated),5,0,-238,1,-1,.,-3,-73
CC(C)Nc1nc(NC(C)C)nc(Oc2ccc(=O)n(C)n2)n1,-5,.,-11,0,0,9,.,40
COCCNC(=O)C1CCCN(C(=O)c2ccc(OC)c(F)c2)CC1 (configuration not stated),-3,-6,4,-5,4,3,-1,-7
COc1ccccc1C(=O)NC(=O)COC(=O)c1ccc(NC(=O)CC#N)cc1,5,-4,16,.,-3,2,2,4
C[C@@H]1CN([C@H](C)CO)C(=O)CCCn2cc(nn2)CO[C@@H]1CN(C)C(=O)Oc1ccccc1,1,1[16.7 µM],.,-10,1,-2,56,-1
COc1ccc(NC(=O)Cn2c(=O)cnc3ccccc32)cc1S(=O)(=O)N1CCCCC1,-2,.,-7,.,3,-7,.,12
O=C(COc1ccc([N+](=O)[O-])cc1)N1CCc2ccccc2C1,10,-1,-6,.,-2,-2,2,-1
C[C@@H]1CN([C@@H](C)CO)C(=O)c2cc(C#Cc3cccc(F)c3)cnc2O[C@@H]1CN(C)C(=O)C1CCC1,.,11[16.7 µM],5,-1,4,-5,49,0
COCC#Cc1ccc2c(c1)O[C@@H](CN(C)Cc1cncnc1)[C@@H](C)CN([C@@H](C)CO)S2(=O)=O,-1,8[16.7 µM],.,13,0,5,-6,6
C[C@@H]1CN([C@H](C)CO)C(=O)Cc2cc(NC(=O)Nc3cccc4ccccc34)ccc2O[C@@H]1CN(C)S(=O)(=O)c1ccc(Cl)cc1,16,.,11,-10,-1,13,.,6
C[C@@H]1CN([C@@H](C)CO)C(=O)c2cccc(NC(=O)c3ccncc3)c2O[C@H]1CN(C)S(=O)(=O)c1ccc(Cl)cc1,.,-2[16.7 µM],10,12,0,18,0,.
CCCCCN1C(C)=CC(=C(C#N)C#N)C=C1C,-1,7,7,.,1,9,.,.
CO[C@@H]1CN(C)C(=O)c2ccc(NC(=O)c3ccc4c(c3)OCO4)cc2OC[C@@H](C)N(CCC(F)(F)F)C[C@@H]1C,2,.,.,-14,2,-13,0,3
Cn1nnnc1NC(=O)c1ccccc1Cl,-3,2,8,14,0,3,2,-9
S=C(Cc1ccc(-c2ccccc2)cc1)N1CCOCC1,1,4,23,-19,4,5,1,.
O=C(c1ccco1)N1CCN(c2ccc(F)cc2)CC1,1,.,-40,.,-2,-35,.,.
CC(=O)c1ccccc1C(=O)N1CCCC(CNC(=O)c2ccc(F)cc2)C1 (configuration not stated),7,-4,3,.,1,-10,-2,0
O=c1c2ccccc2oc2cc(-c3ccc4[nH]ccc4c3)ccc12,5,19,-125,-15,-3,22,-3,.
C[C@@H]1CN([C@H](C)CO)C(=O)c2cc(NC(=O)Nc3ccc4c(c3)OCO4)ccc2O[C@@H](C)CCCCO[C@H]1CN(C)S(=O)(=O)c1ccc(Cl)cc1,-5,-9[16.7 µM],31,-26,0,-2,-10,-10
CCc1cc(CNC(=O)c2ccc3nc(Cc4ccc(OC)c(OC)c4)oc3c2)on1,-6,1,-15,-11,-1,.,-1,-2
OCCN1CCN(Cc2cc(Br)cc(Br)c2O)CC1,-3,-1,.,-5,.,.,.,11
COc1cccc(N2C(=O)CC(N3CCC(C(N)=O)(N4CCCCC4)CC3)C2=O)c1 (configuration not stated),-2,-8,-45,0,.,.,0,.
O=C(N[C@H]1C=C[C@@H](CC(=O)N2CCc3ccccc3C2)O[C@H]1CO)C1CCOCC1,.,.,.,-3,-1,-8,.,-7
COc1ccc(CNC(=O)C2(CC3CC(c4ccccc4)=NO3)CCN(C(=O)OC(C)(C)C)CC2)cc1 (configuration not stated),8,-1,5,-15,-4,-3,-3,17
CN(C)C(=O)c1ccc(-c2ccc([C@@H]3[C@@H](CO)N(C(=O)C4CC4)[C@H]3C#N)cc2)cc1,4,.,-19,-16,-1,-6,0,-19
COc1cccc(-c2cc(C(=O)NCCCN3CCOCC3)no2)c1,4,-2,7,5,0,-4,0,-1
O=C(O)Cn1cnc2c(=S)nc[nH]c21,-6,0,-3,1,-1,-4,2,0
O=C1CS(=O)(=O)C(c2cccc([N+](=O)[O-])c2)N1c1ccccc1 (configuration not stated),.,.,9,.,0,-5,-2,.
C=CCC(CC=C)(NC(=O)c1cccc(C)c1)c1ccccc1,1,.,5,.,1,1,.,-6
COc1ccc(-c2cc(-c3cc(C)ccc3O)[nH]n2)cc1,3,.,-92,-23,1,41,.,-78
COCCOC(=O)N1CCCCC1c1cc(C(=O)NCc2ccc(Cl)c(Cl)c2)no1 (configuration not stated),2,-1,11,6,3,3,1,5
COc1ccc(-c2ccc(CCC(=O)O)n2-c2ccccc2OC)cc1,-5,2,42,-2,22,23,-3,-5
C[C@H]1CN([C@@H](C)CO)C(=O)CCCn2cc(nn2)CO[C@@H]1CN(C)Cc1cccc2c1OCCCO2,3,-3[16.7 µM],.,-2,-1,-4,8,5
Cc1ccc(C(=O)OCC(=O)Nc2cc(S(=O)(=O)N3CCOCC3)ccc2C)cc1,2,-4,-1,.,2,-2,1,-2
O=C(Nc1ccc(F)cc1)C1CCCN1S(=O)(=O)c1cccc2nsnc12 (configuration not stated),2,13,-21,?,-1,-12,-4,-2
CCCSc1ccc([C@@H]2[C@@H]3C(=O)N(C)C(=O)[C@@H]3[C@]3(C(=O)OC)CCCCN23)cc1OC,5,-8,-10,-3,3,8,-2,15
O=C(C1CCOCC1)N1CCCC(N2CCN(c3cccc(C(F)(F)F)c3)CC2)C1 (configuration not stated),-2,-7,4,8,1,-3,0,-6
C[C@H](CO)N1C[C@H](C)[C@H](CN(C)C(=O)c2ccccn2)Oc2ncc(C3=CCCCC3)cc2C1=O,-4,-19[16.7 µM],9,0,-5,-3,-2,-15
O=C(c1ccc(F)cc1)C1CCN(C(=O)c2c(F)cccc2F)CC1,-4,2,32,19,-1,1,2,21
COc1ccc(-c2nc3c(Br)c(N)c(Br)cc3o2)cc1,.,19,.,-4,2,-32,-1,-51
COc1ccc(Cl)cc1N(CC(=O)Nc1ccccc1C(=O)N1CCOCC1)S(C)(=O)=O,1,6,-6,19,-2,2,1,17
COc1ccc(S(=O)(=O)NCC(=O)N(CC(=O)NC(C)(C)C)Cc2cccs2)cc1,13,.,15,.,-7,4,.,4
O=[N+]([O-])c1ccc(NC(=S)N2CCOCC2)cc1,5,3,7,6,-1,-2,0,-7

# Reformatted with each value named: 4 of the compounds above
> C[C@H]1CN([C@@H](C)CO)C(=O)CCCn2cc(nn2)CO[C@@H]1CN(C)Cc1cccc2c1OCCCO2
- FN deposition inh = 3
- miR122 inh = -3[16.7 µM]
- PAX8 inh HTS = .
- PGC1a acetyl inh = -2
- Casp6 inh = -1
- EWS-Fli block = -4
- Cneo AK release = 8
- LGR2 inh = 5

> CCCSc1ccc([C@@H]2[C@@H]3C(=O)N(C)C(=O)[C@@H]3[C@]3(C(=O)OC)CCCCN23)cc1OC
- FN deposition inh = 5
- miR122 inh = -8
- PAX8 inh HTS = -10
- PGC1a acetyl inh = -3
- Casp6 inh = 3
- EWS-Fli block = 8
- Cneo AK release = -2
- LGR2 inh = 15

> COc1ccc(-c2nc3c(Br)c(N)c(Br)cc3o2)cc1
- FN deposition inh = .
- miR122 inh = 19
- PAX8 inh HTS = .
- PGC1a acetyl inh = -4
- Casp6 inh = 2
- EWS-Fli block = -32
- Cneo AK release = -1
- LGR2 inh = -51

> COc1ccc(Cl)cc1N(CC(=O)Nc1ccccc1C(=O)N1CCOCC1)S(C)(=O)=O
- FN deposition inh = 1
- miR122 inh = 6
- PAX8 inh HTS = -6
- PGC1a acetyl inh = 19
- Casp6 inh = -2
- EWS-Fli block = 2
- Cneo AK release = 1
- LGR2 inh = 17

# Other results follow.
SMILES,FN deposition inh,miR122 inh,PAX8 inh HTS,PGC1a acetyl inh,Casp6 inh,EWS-Fli block,Cneo AK release,LGR2 inh
C[C@H]1CN([C@@H](C)CO)C(=O)Cc2cc(NC(=O)Cc3cn(C)c4ccccc34)ccc2O[C@H]1CN(C)Cc1ccc(Cl)c(Cl)c1,.,-5[16.7 µM],.,-10,1,-2,3,19
CC(C)CC#Cc1ccc([C@@H]2[C@@H](CO)N3C(=O)CN(C(=O)NC4CCCCC4)C[C@H]23)cc1,.,.,-7,0,0,-9,.,16
CC1=NN(C(=O)c2ccc(C)o2)C(O)(c2ccccc2)C1 (configuration not stated),-5,6,40,.,-2,3,0,-13
COC(=O)c1ccc(N=NNc2ccc(C(=O)OC)cc2)cc1,-11,25,31,.,.,.,1,-62
COc1ccc(/C=C/C(=O)NC(=S)NNC(=O)c2cc(OC)c(OC)c(OC)c2)cc1OC,13,-7,23,12,-1,23,-1,9
CC(c1ccon1)N(C)C(=O)CCc1nnc(CCCCc2ccccc2)o1 (configuration not stated),.,2,-8,6,0,-5,-2,-3
O=C(C[C@H]1CC[C@H](NC(=O)Nc2ccc(F)cc2)[C@@H](CO)O1)NCc1ccccn1,-4,.,1,-5,-1,0,2,-17
CC(C)CNc1ncnc2c1ncn2[C@H]1CN(C2CCCC2)C[C@@H](CO)O1,2,3,12,21,-3,-1,-2,-12
CN(C)S(=O)(=O)c1ccc(N2CCCC2)c(C(=O)Nc2ccc(F)cc2F)c1,-7,.,-4,.,-1,-1,.,29
O=C(C1CCCCC1)N1CCC2CC1c1cc(-c3ccc4c(c3)OCO4)ccc12 (configuration not stated),-6,8,2,4,0,6,-2,2
O=C1CCC(C(=O)N2CCC(CO)(Cc3ccc(Cl)cc3)CC2)=NN1,0,.,-13,7,3,5,.,-4
CC(=NNC(=S)N1CCN(c2ccccn2)CC1)c1ccccn1,-10,0,-30,-7,9,-9,.,-17
COc1ccc2c3c([nH]c2c1)[C@H](CO)N(CC1CC1)CC31CN(S(=O)(=O)c2cccc(F)c2)C1,.,.,8,-7,-1,-9,.,2
COc1cccc(CC2(CO)CCCN(Cc3cn(C)c4ccccc34)C2)c1 (configuration not stated),9,-2,8,.,-1,9,-1,-1
O=C(CCN1CCCCC1)N[C@@H]1CC[C@H](CCn2cc(-c3ccccc3)nn2)O[C@@H]1CO,.,.,-9,7,-1,-2,0,10
CCOc1cc(N2CCOCC2)c(OCC)cc1NC(=O)COC(=O)COc1ccc(C#N)cc1,2,.,17,.,0,4,-1,-10
COC(=O)N/N=C/c1cc(Cl)cc(Cl)c1OCc1ccc(F)cc1,.,1,-3,-7,.,.,0,8
COC(=O)C[C@@H]1CC[C@H]2[C@H](COc3ccc(NC(=O)NCc4ccccc4)cc3C(=O)N2C)O1,-8,4[16.7 µM],-14,-15,.,28,-1,5
O=C(c1cccc([N+](=O)[O-])c1)N1CCN(c2n[nH]c(=O)[nH]c2=O)CC1,-5,-3,-11,-4,5,-8,5,5
